C2C12 statin – suppressors of simvastatin-induced myotoxicity in C2C12 myotubes | actives 0.78% (n = 330,000) | ATP luminescence, 48 h; scaled: DMSO 0, geranylgeraniol control 100 | AID 602340 | rescue of ATP level, % at 7.49 µM;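 active = mean ATP rescue above about 67%, or every replicate alone reaching that limit, limit read from the data, passing the limit was not always enough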;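 note: myotubes were challenged with 10 µM simvastatin during compound exposure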
Cneo AK release – causes C. neoformans cell lysis. lysis activity, % at 15 µM. AID 651654. actives 0.2% (n = 360,000). adenylate kinase release luminescence, 4 h; normalised: neutral wells 0, clomiphene wells 100;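 active = mean lysis activity across replicates of at least 80%, whatever share of replicates individually reach that level; inactive = mean lysis activity below 80%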
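Material – log-phase Cryptococcus neoformans yeast cells · Input – 5 × 10^6 yeast cells/mL · Medium – fresh YPD growth medium · Doses – single compound concentration per well · Timing – static 4 h at 37 °C with compound, 1 h detection · Detection – adenylate kinase release luminescence · Read-out – signal increase indicating cell lysis · Control set – Clomiphene as positive lysis control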
Xi reactivation – activators of X-chromosome reactivation in mouse fibroblasts; actives 0.055% (n = 360,000); XiGFP mouse fibroblasts, % GFP-positive cells imaging, 3 d; cells co-treated with 5-aza-dC sensitizer; scaled so ellipticine positive control = 100%; activation, % at 7.58 µM; AID 743238;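 active = mean normalized replicate activation at least 10% and every replicate at or above 10%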;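 note: 0% = median of on-plate neutral control wells and 100% = ellipticine 6 µM median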
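material = 68-5-11 XiGFP fibroblast line | medium = DMEM plus 5-aza-dC sensitizer | schedule = 3 days compound exposure | benchmarks = positive control ellipticine, 6 µM final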
SIRT5 inh – blocks human SIRT5 desuccinylation of peptide. Q9NXA8. Purified SirT5, succinyl-peptide AMC, trypsin-coupled fluorescence. inhibition, % at 15 µM. actives 1.1% (n = 330,000); in the data active = inhibition above about 15%
Target sequence (Q9NXA8 whole entry, looked up): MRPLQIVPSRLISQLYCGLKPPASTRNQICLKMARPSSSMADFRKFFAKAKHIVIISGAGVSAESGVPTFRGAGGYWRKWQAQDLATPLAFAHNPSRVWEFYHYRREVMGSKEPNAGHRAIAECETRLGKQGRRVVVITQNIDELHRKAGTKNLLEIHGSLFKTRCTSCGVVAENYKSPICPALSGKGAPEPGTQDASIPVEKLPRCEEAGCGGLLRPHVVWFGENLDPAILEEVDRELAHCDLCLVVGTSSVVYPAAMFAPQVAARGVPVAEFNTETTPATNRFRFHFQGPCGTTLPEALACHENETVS
ERAP1 HTS inh – ERAP1 (human) enzyme inhibition. Q9NZ08. recombinant ERAP1, Leu-AMC fluorescence, 60 min. actives 0.15% (n = 340,000). inhibition, % at 10.7 µM;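 active = mean replicate inhibition of at least 30%, or all replicates individually reaching that 30% level; inactive = mean below 30% and not every replicate reaching it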;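 note: 0% = neutral control wells and 100% = L-leucinethiol positive control wells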
PGC1a acetyl inh – modulators of PGC1a acetylation. U2OS PGC1a acetylation, AlphaScreen anti-acetyl-lysine; with virally co-expressed GCN5 acetyltransferase. inhibition, % at 15.6 µM. actives 0.17% (n = 350,000);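 active = every replicate shows inhibition of at least 40%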;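 note: 0% = neutral control wells and 100% = positive control wells; some results beyond the cut were filed as inactive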
LGR2 antag – blocks bursicon-induced cAMP signaling via Drosophila LGR2 | HEK293 LGR2, CRE-luciferase, bursicon-stimulated, 4 h | actives 0.35% (n = 380,000) | AID 720647 | inhibition, % at 9.99 µM;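 active = drop in luminescence signal, shown as inhibition above about 50% in the replicate tests, limit read from the data, passing the limit was not always enough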;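 note: agonist challenge used bursicon conditioned medium at about half maximal strength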
S100A4 inh HTS – blocks human S100A4 binding to myosin IIA peptide; inhibition, % at 10.7 µM; AID 652163; actives 0.14% (n = 360,000); S100A4/TAMRA-MyoIIA peptide fluorescence polarization; P26447;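 active = mean inhibition of at least 70% across replicates, with every replicate also reaching that level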
Target sequence (P26447 whole entry, looked up): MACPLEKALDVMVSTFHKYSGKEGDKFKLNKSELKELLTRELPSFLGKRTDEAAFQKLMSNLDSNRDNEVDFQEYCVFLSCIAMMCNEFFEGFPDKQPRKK
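Material: S100A4 monomer protein / Buffer or medium: 50 mM HEPES pH 7.2, 10 mM CaCl2, 100 mM KCl / Times: 5 min incubation before reading / Benchmarks: neutral control DMSO, positive control TFP / Reagent: labelled myosin peptide probe, 5 nM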
Active calls of the source: *; x = not tested or not shown.

Sequence of screens – C2C12 statin	Cneo AK release	Xi reactivation	SIRT5 inh	ERAP1 HTS inh	PGC1a acetyl inh	LGR2 antag	S100A4 inh HTS
[1] COCC(=O)N1CCCC(C(=O)c2ccc(Oc3ccccc3)cc2)C1 (stereo not drawn)
 : x	x	-0.2	-5	0	-3	x	0
[2] COc1ccc(-c2nn(-c3ccccc3)cc2/C=C\C(=O)N2CCOCC2)cc1[N+](=O)[O-]
 : x	x	0.1	-1	1	x	-7	5
[3] O=C(O)c1c2cc(Br)ccc2nc2[nH]c(=O)[nH]c(=O)c12
 : 0	-1	0.3	x	3	2	x	-1
[4] CC(C)[N+](C)(C)CC(O)CN(c1ccccc1)c1ccccc1 (stereo not drawn)
 : 11	-2	-0.1	-1	19	4	3	4
[5] Nc1c2c(nc3sc4c(c13)CCCCC4)CCCCC2
 : x	-1	-0.1	-1	-1	7	-41	-9
[6] CCCC(=O)Nc1ccc2c(c1)C(=O)N(C)[C@H]1CC[C@@H](CC(=O)NCC3CCCCC3)O[C@H]1CO2
 : 17	-1	0.1	2	3	-4	-2	13
[7] O=C(C1CCCCC1)N1C[C@@H]2[C@H](c3ccccc31)[C@@H](CO)N2CC1CCOCC1
 : -4	1	0.1	2	-2	4	7	3
[8] COc1ccc(C#Cc2cnc3c(c2)C(=O)N([C@H](C)CO)C[C@H](C)[C@H](CN(C)C(=O)NC2CCCCC2)O3)cc1OC
 : x	3	-0.2	4	0	-18	12	5
[9] COc1cccc(-c2ccc3c(c2)O[C@H](CN(C)Cc2ccncc2)[C@@H](C)CN([C@@H](C)CO)S3(=O)=O)c1
 : -23	-3	-0.5	3	2	-55	-3	2
[10] COc1ccccc1-n1ccnc1SCC(=O)NCc1ccco1
 : x	x	0.0	1	0	x	16	0
[11] Cc1cc(C(F)F)n2ncc(C(=O)NCc3ccccc3F)c2n1
 : x	x	0.0	x	3	x	3	7
[12] COc1ccc(S(=O)(=O)N2C[C@H]3CON(C)[C@H]3C[C@H]2c2ccc(-c3cccc(F)c3)cc2)cc1
 : 7	0	x	7	-2	-14	-19	-1
[13] COc1cccc(C#Cc2cnc3c(c2)C(=O)N([C@@H](C)CO)C[C@@H](C)[C@@H](CN(C)C)O3)c1
 : 26	1	0.0	1	5	-15	-12	0
[14] NS(=O)(=O)c1ccc(NS(=O)(=O)c2ccc(NC(=O)C3CC3)cc2)cc1
 : 4	3	0.1	-2	1	x	6	1
[15] O=C(O)c1ccc2c(c1)CCCN2
 : x	-2	0.4	0	5	-7	x	4
[16] C[C@H]1CN([C@@H](C)CO)C(=O)c2cc(NC(=O)Cn3cnnn3)ccc2O[C@H]1CN(C)S(=O)(=O)c1cn(C)cn1
 : 48	-6	-1.3	-3	-1	4	-10	-7
[17] COc1cccc(OCC(=O)Nc2cc(NC(=O)COc3cccc(OC)c3)cc(C(=O)O)c2)c1
 : 5	0	0.0	0	0	x	12	0
[18] C[C@@H]1CCCCO[C@@H](CN(C)C(=O)Nc2ccccc2)[C@@H](C)CN([C@H](C)CO)C(=O)c2cc(NS(=O)(=O)c3ccc(Cl)cc3)ccc2O1
 : x	0	0.1	3	3	-6	7	5
[19] Cc1cc(C(=O)NC2CCCc3c2cnn3-c2ccc(C)c(C)c2)no1 (stereo not drawn)
 : x	x	0.3	1	1	x	4	1
[20] CC1(C(=O)OCC(=O)Nc2ccc(C(N)=O)cc2)CC1(Cl)Cl (stereo not drawn)
 : x	x	0.1	-2	-1	1	0	5
[21] CCCCNC(=O)CN1C(=O)C(CC)Oc2ccc(Cl)cc21 (stereo not drawn)
 : 9	-1	x	x	x	-2	4	x
[22] O=C(NCC(=O)N1CCCC1)c1ccc(Cl)cc1
 : -7	0	0.0	-2	5	16	-2	3
[23] COC(=O)C[C@H]1C[C@@H]2c3cc(NC(=O)Nc4ccc(OC)cc4)ccc3O[C@@H]2[C@H](CO)O1
 : 2	17	-0.1	x	x	4	13	x
[24] CN(C)c1ccc(/C=C2/SC(=O)N(CCN=C3NS(=O)(=O)c4ccccc43)C2=O)cc1
 : x	0	0.8	18*	4	4	-20	4
[25] C[C@H]1CCCCO[C@H](CN(C)Cc2ccc(C(=O)O)cc2)[C@@H](C)CN([C@@H](C)CO)C(=O)c2cc(NC(=O)Nc3ccc(C(F)(F)F)cc3)ccc2O1
 : x	-1	-0.7	-2	2	-4	1	-11
[26] Cc1ccc(C)c(NC(=O)CCc2c(C)nn(-c3ccc(N4CCCCC4)nn3)c2C)c1
 : -7	-1	0.2	-3	4	2	-3	-2
[27] Cc1ccc(CN2CCN(c3cccc4[nH]ccc34)CC2)cc1
 : 5	-5	0.0	-3	-3	x	-1	0
[28] COc1cc2ncnc(NCc3ccccc3F)c2cc1OC
 : -13	5	0.2	-1	-3	21	-8	1
[29] O=C(NCc1ccccc1)/C(=C\c1ccccc1)NC(=O)c1ccco1
 : 3	-1	0.3	2	-6	-10	16	6
[30] C[C@H]1CN([C@@H](C)CO)C(=O)c2cccc(NS(=O)(=O)c3ccccc3)c2O[C@@H]1CN(C)C(=O)Nc1ccc(C(F)(F)F)cc1
 : -35	-1	-0.2	7	-3	8	-14	-8

(continued)
cpd	SMILES	C2C12 statin	Cneo AK release	Xi reactivation	SIRT5 inh	ERAP1 HTS inh	PGC1a acetyl inh	LGR2 antag	S100A4 inh HTS
31	CCc1nn2c(NCCCO)cc(C)nc2c1-c1ccc(F)cc1	-18	-1	0.0	-2	-1	x	-7	1
32	Cc1ccc(S(=O)(=O)Nc2ccccn2)c(C)c1	4	4	-0.3	x	1	x	-1	-2
33	C=CCN1C(=O)c2ccc(C(=O)N(CC)CC(=O)Nc3cc(Cl)ccc3C)cc2C1=O	1	3	0.0	-1	3	-4	-2	8
34	CC(C)OCCCNC(=O)c1ccc2c(=O)n(Cc3ccc4c(c3)OCO4)c(=S)[nH]c2c1	7	-2	0.2	-2	2	-17	-8	8
35	CC(C)C[C@@H](CN1CCC[C@H]1CN1C(=O)C(=O)NC[C@@H]1Cc1ccccc1)N1C[C@H](Cc2ccc(O)cc2)N(CCc2ccccc2)C(=O)C1=O	x	x	0.1	2	-2	x	0	11
36	Cc1ccc(-c2[nH]c(-c3ccc(C(=O)O)cc3)nc2-c2ccccc2)cc1	x	x	0.0	x	-5	x	3	-2
37	O=C(COC(=O)C1CCN(S(=O)(=O)c2ccc3c(c2)OCCO3)CC1)Nc1cccc2ccccc12	0	4	0.2	x	x	x	22	x
38	CN(C(=O)CSc1nc2[nH]ncc2c(=O)[nH]1)c1ccccc1	2	-2	-0.1	-2	-1	x	-1	-3
39	COc1ccc(C(=O)N2CCCC2(C)C(=O)O)cc1C(F)(F)F (stereo not drawn)	6	2	-0.1	-1	-1	6	2	-12
40	COc1ccc2c3c(n(C)c2c1)[C@H](CO)N(C(=O)Nc1ccc(F)cc1)CC31CCN(S(=O)(=O)c2cccc(F)c2)CC1	x	x	0.3	-3	3	x	26	5
41	COC(=O)C1(Cc2cc(-c3ccc([N+](=O)[O-])cc3)no2)CCN(C(=O)OC(C)(C)C)CC1	-6	2	0.0	x	-2	-4	-4	-8
42	CCOc1ccc(CN2CCN(CC3CC3)CC2CCO)cc1 (stereo not drawn)	9	4	0.6	5	-1	3	2	5

A run of entries from the list above, as a working copy:
cpd	SMILES	C2C12 statin	Cneo AK release	Xi reactivation	SIRT5 inh	ERAP1 HTS inh	PGC1a acetyl inh	LGR2 antag	S100A4 inh HTS
39	COc1ccc(C(=O)N2CCCC2(C)C(=O)O)cc1C(F)(F)F (stereo not drawn)	6	2	-0.1	-1	-1	6	2	-12
40	COc1ccc2c3c(n(C)c2c1)[C@H](CO)N(C(=O)Nc1ccc(F)cc1)CC31CCN(S(=O)(=O)c2cccc(F)c2)CC1	x	x	0.3	-3	3	x	26	5
41	COC(=O)C1(Cc2cc(-c3ccc([N+](=O)[O-])cc3)no2)CCN(C(=O)OC(C)(C)C)CC1	-6	2	0.0	x	-2	-4	-4	-8
42	CCOc1ccc(CN2CCN(CC3CC3)CC2CCO)cc1 (stereo not drawn)	9	4	0.6	5	-1	3	2	5

Continued.
cpd	SMILES	C2C12 statin	Cneo AK release	Xi reactivation	SIRT5 inh	ERAP1 HTS inh	PGC1a acetyl inh	LGR2 antag	S100A4 inh HTS
43	Cc1ccccc1NC(=O)CSC1=NCCN1	x	x	0.2	0	5	x	0	-1
44	Cc1ccc(S(=O)(=O)N(C)C[C@@H]2Oc3c(NC(=O)c4ccc(-c5nccs5)cc4)cccc3C(=O)N([C@@H](C)CO)C[C@H]2C)cc1	-25	9	-1.1	-14	0	-6	4	12
45	COc1ccc(C2=NN(c3ccc(C(=O)O)cc3)C(c3ccc(OC)c(OC)c3)C2)cc1 (stereo not drawn)	27	0	0.1	-40	-151	-5	-26	-8
46	Cc1cc2c(NC3CCCCC3)ncnc2s1	-22	3	0.0	1	2	x	11	-4
47	C[C@@H]1ON(C)[C@H]2C[C@H]3c4cc(-c5ccccc5)ccc4CCN3C[C@@H]12	x	x	0.4	0	0	x	8	10
48	Cc1noc(C)c1NC(=O)Nc1ccc2c(c1)CC(=O)N([C@@H](C)CO)C[C@H](C)[C@@H](CN(C)C(=O)Nc1ccc(C(F)(F)F)cc1)O2	2	-3	0.1	-2	0	-8	-5	0
49	Cc1ccc(C2=NN(C(=O)CSc3nccn3C)C(c3ccco3)C2)cc1 (stereo not drawn)	-8	4	0.4	-1	3	x	10	-4
50	COC(=O)c1cc(S(=O)(=O)NCCc2ccc(C)cc2)c[nH]1	-8	1	0.0	-3	1	7	-3	-2
51	O=C(Nc1ccc([N+](=O)[O-])cc1)C1CC12CCC2 (stereo not drawn)	1	-1	0.0	3	5	x	-17	-2
52	C[C@@H]1CN([C@H](C)CO)S(=O)(=O)c2ccc(C#CC(C)(C)O)cc2O[C@H]1CN(C)C(=O)CC1CC1	-4	2	-0.7	3	4	-17	-4	12
53	COc1ccccc1-c1cnc(C(O)c2cc(C)c(OC)c(C)c2)[nH]1 (stereo not drawn)	-22	1	-0.1	x	-4	x	9	-6
54	CCOc1ccc(C(=O)CCN2CCOCC2)cc1	2	-1	0.0	-7	0	x	-2	0
55	CC(C)NS(=O)(=O)c1ccc(CCC(=O)Nc2ccc3c(c2)OCO3)cc1	-3	-1	x	-2	6	3	-3	7
56	COc1ccc2nc(NC(=O)CSc3nnnn3C3CCCCC3)sc2c1	2	13	x	-1	9	-12	-1	10
57	COC(=O)C1=C(NC(=O)c2ccc(Br)cc2)CCS1	-6	x	0.0	-5	-2	-14	10	-1

Profiles, looked up by structure. Order of values: C2C12 statin, Cneo AK release, Xi reactivation, SIRT5 inh, ERAP1 HTS inh, PGC1a acetyl inh, LGR2 antag, S100A4 inh HTS
Record of `C[C@@H]1CN([C@H](C)CO)S(=O)(=O)c2ccc(C#CC(C)(C)O)cc2O[C@H]1CN(C)C(=O)CC1CC1` → -4, 2, -0.7, 3, 4, -17, -4, 12
Record of `CCOc1ccc(C(=O)CCN2CCOCC2)cc1` → 2, -1, 0.0, -7, 0, x, -2, 0
Record of `COc1ccccc1-c1cnc(C(O)c2cc(C)c(OC)c(C)c2)[nH]1` (stereo not drawn) → -22, 1, -0.1, x, -4, x, 9, -6

Compound activity deposited in PubChem by Broad Institute.

An excerpt; count on the stated rates, not on these rows.
